Bioassay records: PubChem BioAssay, Sanford-Burnham Center for Chemical Genomics
TIM10 inh: inhibits growth of TIM10 yeast strain | S. cerevisiae TIM10 strain growth, BacTiter-Glo luminescence, 24 h | hit rate 1.4% among 330,000 | inhibition, % at 10 µM;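 active = inhibition of 40% or more at the single tested concentration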;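 note: wild-type TIM10 isogenic control strain grown at permissive 25 °C; 0% = DMSO yeast wells and 100% = minimal medium wells without yeast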
mIAP inh: blocks mouse intestinal alkaline phosphatase. purified mouse IAP, CDP-Star luminescence, 30 min. inhibition, % at 10 µM. hit rate 0.2% among 330,000;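 active = inhibition of at least 40% at 10 µM in the primary screen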;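 note: plate controls were DMSO with enzyme for no effect and no enzyme wells for full effect; values of inactives mirror those of a sister screen read the other way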
APOBEC3G inh: inhibitors of human APOBEC3G DNA deaminase. Q9HC16. recombinant A3G, ssDNA deamination FAM/TAMRA fluorescence. inhibition, % at 20 µM. hit rate 0.28% among 330,000;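 active = inhibition of at least 40% at 20 µM, with no more than 30% in the related APOBEC3A deaminase screen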;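 note: plate controls were DMSO wells with A3G for no effect and wells lacking A3G enzyme for full effect; some compounds called inactive have numbers as strong as hits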
Target sequence (Q9HC16 whole entry, looked up): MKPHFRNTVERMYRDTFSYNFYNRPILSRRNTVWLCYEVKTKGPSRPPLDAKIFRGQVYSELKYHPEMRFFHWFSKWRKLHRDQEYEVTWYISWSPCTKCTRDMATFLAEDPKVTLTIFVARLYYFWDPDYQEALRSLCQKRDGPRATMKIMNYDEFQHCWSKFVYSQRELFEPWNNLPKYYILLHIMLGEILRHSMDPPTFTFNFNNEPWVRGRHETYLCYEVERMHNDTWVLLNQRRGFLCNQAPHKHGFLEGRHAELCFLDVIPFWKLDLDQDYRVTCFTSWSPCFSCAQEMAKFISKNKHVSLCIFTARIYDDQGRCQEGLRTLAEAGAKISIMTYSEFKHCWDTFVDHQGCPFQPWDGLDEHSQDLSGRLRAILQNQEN
NALP3 yeast inh: blocks the NALP3 inflammasome reconstituted in yeast; Yeast reconstituted NLRP3/ASC/caspase-1, beta-gal luminescence, 24 h; inhibition, % at 10 µM; hit rate 0.39% among 330,000; AID 2825;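 active = inhibition of 50% or more; inactive = inhibition below 50%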;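 note: plate controls were induced DMSO wells for no effect and uninduced yeast grown without galactose for full effect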
beta cell repl: inducers of beta-cell replication in MIN6 cells; AID 2380; hit rate 0.29% among 330,000; proliferation, % at 10 µM; MIN6 cells proliferation, ATPlite luminescence, 48 h; cells starved in 0.2% serum; 100% = growth in 10% serum;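 active = compounds whose signal lies at least 3.5 SD above the mean of all wells on their plate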;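 note: 0% = DMSO-treated cells in low-serum medium and 100% = 10% serum control; some compounds called inactive have numbers as strong as hits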
mIAP activ: increases mouse intestinal alkaline phosphatase activity | muIAP, CDP-Star luminescence, 30 min; hits give high values; 1 = vehicle-only enzyme signal, 0 = enzyme-free wells | activation factor at 10 µM | hit rate 0.24% among 330,000;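 active = activation factor of at least 2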; note: the source names both 10 and 20 µM as test concentration; values of inactives mirror those of a sister screen read the other way
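Assay system: mouse IAP enzyme; reagent: chemiluminescent substrate CDP-Star; dosing: test compounds delivered from DMSO solution; schedule: 30 min at room temperature; measured by: luminescence from enzymatic CDP-Star hydrolysis; controls: DMSO-only wells and no-enzyme negative control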
A3A deaminase: blocks human APOBEC3A ssDNA deamination; P31941; recombinant A3A, FAM/TAMRA ssDNA deamination fluorescence; inhibition, % at 20 µM; hit rate 0.41% among 330,000; AID 493011;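 active = at least 40% inhibition at 20 µM here, with at most 30% in a related deaminase screen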;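 note: plate controls were A3A with DMSO for no effect and wells lacking A3A enzyme for full effect; some results filed as inactive read as strong as hits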
hIAP block: human IAP inhibition. purified IAP, CDP-Star luminescence, 30 min. inhibition, % at 10 µM. hit rate 0.12% among 330,000. AID 2544;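 active = inhibition reaching a set limit with compound at 10 µM in the primary screen, cut at about 35% in these data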;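 note: plate controls were DMSO wells with enzyme for no effect and no-enzyme buffer wells for full effect; values of inactives mirror those of a sister screen read the other way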
Target sequence (P09923 whole entry, looked up): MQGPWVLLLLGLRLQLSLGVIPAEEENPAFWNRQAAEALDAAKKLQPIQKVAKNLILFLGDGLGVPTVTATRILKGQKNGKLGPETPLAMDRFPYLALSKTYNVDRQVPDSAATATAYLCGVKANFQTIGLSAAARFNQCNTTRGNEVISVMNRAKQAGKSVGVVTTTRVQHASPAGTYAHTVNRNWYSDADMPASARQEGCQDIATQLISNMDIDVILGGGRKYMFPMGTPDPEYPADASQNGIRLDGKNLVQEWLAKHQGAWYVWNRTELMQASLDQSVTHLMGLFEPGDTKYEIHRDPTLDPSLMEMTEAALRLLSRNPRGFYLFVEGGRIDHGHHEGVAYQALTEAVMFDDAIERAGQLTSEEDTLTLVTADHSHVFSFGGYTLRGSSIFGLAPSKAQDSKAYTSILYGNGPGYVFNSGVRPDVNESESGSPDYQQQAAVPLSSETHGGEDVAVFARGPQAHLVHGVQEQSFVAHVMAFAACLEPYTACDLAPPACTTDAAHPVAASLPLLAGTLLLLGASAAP
tim10-1 inh: growth inhibitors of tim10-1 mutant yeast; S. cerevisiae tim10-1 ts strain growth, BacTiter-Glo, 24 h; inhibition, % at 20 µM; hit rate 2.2% among 330,000; AID 463190;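 active = inhibition of at least 40%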;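 note: mutant grown at 25 °C; 0% = DMSO wells with yeast and 100% = wells holding no yeast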
* marks the source's active call; other numbers are inactive results.

Each structure is followed by: TIM10 inh	mIAP inh	APOBEC3G inh	NALP3 yeast inh	beta cell repl	mIAP activ	A3A deaminase	hIAP block	tim10-1 inh
O=C(CCc1c[nH]c2ccccc12)NCCc1ccc(O)cc1
 : 17	3	-5	17	-2	0.97	-2	1	39
S=C(Nc1ccccc1)N1CCn2cccc2C1c1cccnc1 (stereo not drawn)
 : 5	9	-4	3	1	0.91	-1	7	3
Cc1[nH]nc(-c2ccc(OCc3cnn(-c4ccccc4)c3)cc2O)c1Oc1ccccc1F
 : 12	8	-7	12	-1	0.92	-3	10	4
CCCNC(=O)Cn1c(=O)oc2cc(S(=O)(=O)N3CCCC3)ccc21
 : 11	-1	-1	8	-2	1	1	2	5
Cn1cc(Cl)c(C(=O)Nc2nccs2)n1
 : -3	7	-4	-6	0	0.93	1	8	10
COc1ccccc1N1CC(C(=O)Nc2nnc(SCC(=O)N3CCCC3)s2)CC1=O (stereo not drawn)
 : -2	2	0	13	2	0.98	3	-5	7
O=C(CN1CCN(c2ncc(C(F)(F)F)cc2Cl)CC1)NC(=O)NCc1ccccc1
 : -2	6	0	0	-1	0.94	1	10	-8
CN(CC(=O)Nc1ccccc1Cl)C(=O)COC(=O)c1nc(Cl)ccc1Cl
 : -8	-6	-6	19	5	1.1	2	-10	-5
CSCCC(NC(=O)c1ccco1)C(=O)NC1CCCCCC1 (stereo not drawn)
 : -1	12	-4	7	-1	0.88	4	-15	-1
COc1ccc(CCN(CC(=O)NC(C)(C)C)C(=O)Cn2nnc(-c3ccc(C)o3)n2)cc1OC
 : 10	3	-8	18	1	0.97	-2	5	7
COc1ccc(/C=N/NC(=O)c2ccccc2OC)cc1COc1ccccc1[N+](=O)[O-]
 : 0	10	-4	15	-1	0.9	0	8	-10
O=C1NCCC/C1=N\Nc1ccc(Br)cc1
 : 7	7	-8	11	0	0.93	-5	-22	-29
CCN(CC)S(=O)(=O)c1ccc(/C=C/C(=O)OCC(=O)Nc2ccc(S(N)(=O)=O)cc2)cc1
 : -5	3	-1	3	3	0.97	1	-2	8
COCc1ccc(CN2CCCC(CO)(Cc3cccc(Cl)c3)C2)o1 (stereo not drawn)
 : 9	-4	-9	2	0	1	1	1	11
COc1ccc(C(=O)OCC(=O)N2C(C)CCCC2C)cc1[N+](=O)[O-] (stereo not drawn)
 : -1	15	-4	-8	0	0.85	-1	-2	13
COc1cc(/C=C/C(=O)O)cc(S(=O)(=O)Nc2ccc(F)cc2)c1OC
 : 0	6	1	6	-1	0.94	1	3	1
O=C(c1ccc2c3c(cccc13)CC2)C1CCCN(Cc2cccnc2)C1 (stereo not drawn)
 : 4	10	-3	16	-1	0.9	-1	-5	-8
CC(C)c1nc(SCC(=O)Nc2ccc3c(c2)OCCO3)n[nH]1
 : 8	6	-9	-5	-2	0.94	-2	11	5
Cc1ccc(S(=O)(=O)c2ccc(Oc3cccc(C)c3)cc2)cc1
 : 30	10	-6	15	-5	0.9	-5	11	21
Cn1c(SCC(=O)NCC2CCCO2)nnc1-c1ccco1 (stereo not drawn)
 : 1	1	-2	11	-3	0.99	-2	2	-10
COc1cccc(-c2nc(CS(=O)(=O)CC(=O)NCC(C)c3ccccc3)c(C)o2)c1 (stereo not drawn)
 : 19	0	19	3	-4	1	2	-12	19
COc1ccc(NC(=O)C2CCCN(S(=O)(=O)c3ccc4c(c3)CCCN4C(C)=O)C2)cc1Cl (stereo not drawn)
 : 0	-22	-7	7	2	1.2	-3	-33	7
Cc1c(N(C(=O)c2cnccn2)C2(C(=O)NC3CCCC3)CCCCC2)c(=O)n(-c2ccccc2)n1C
 : 8	3	-9	-3	0	0.97	-1	4	6
c1cncc(-c2cn(C[C@H]3CC[C@@H]([C@@H]4CC[C@H](Cn5cc(-c6cccnc6)nn5)O4)O3)nn2)c1
 : -7	-3	-10	-1	-5	1	-5	16	6
Nc1ccc(S(=O)(=O)NC2(C(F)(F)F)NC(=O)N(Cc3ccccc3)C2=O)cc1 (stereo not drawn)
 : -9	3	-5	25	0	0.97	0	13	4
CN(Cc1ccccc1)C(=O)CN1C(=O)NC(C)(c2ccc(Cl)cc2)C1=O (stereo not drawn)
 : 15	4	-11	6	-3	0.96	2	-13	-11
CCC(=O)NC(=S)Nc1cccc(C(C)=O)c1
 : 9	6	-8	16	-1	0.94	-7	-7	14
COc1cccc(-c2csc(N3CCN(C(=O)NC45CC6CC(CC(C6)C4)C5)CC3)n2)c1
 : 42*	-4	-3	15	-6	1	-4	-20	34
COc1ccc(CN(C)C(=O)c2ccc(NS(=O)(=O)c3ccccc3)cc2)c(OC)c1
 : -8	-4	-6	8	0	1	0	-7	-1
CC(Oc1ccc(Cl)cc1Cl)C(=O)Nc1ccncc1 (stereo not drawn)
 : -9	-1	-2	22	1	1	3	-9	10

The listing continues:
Compound,TIM10 inh,mIAP inh,APOBEC3G inh,NALP3 yeast inh,beta cell repl,mIAP activ,A3A deaminase,hIAP block,tim10-1 inh
CCOC(=O)N/N=C(C)/C=C/c1ccco1,3,8,-3,3,-2,0.92,-2,18,6
COC(=O)c1cn(C(=O)c2cc(Cl)ccc2Cl)c2ccccc12,-8,9,-7,9,-2,0.91,-7,-7,3
CCOC(=O)c1cnn(-c2ccccc2)c1NC(=O)c1ccc(C)cc1,13,-3,-6,6,0,1,-2,-8,19
Cc1ccccc1CS(=O)(=O)CC1(O)CCN(C(=O)c2cccc(C(F)(F)F)c2)CC1,16,-6,-3,16,-1,1.1,-2,-48,-4
CCOc1cccc(/C=N/NC(=O)c2cc(-c3cccn3C)n[nH]2)c1O,-6,21,-3,17,-4,0.79,1,-162,-8
COc1ccccc1NC(=O)CSc1nc(SC)ns1,-5,10,-5,15,1,0.9,-4,-11,11
Cn1c(CNC(=O)c2ccccc2)nnc1SCC(=O)Nc1nccs1,-16,7,-4,-2,-1,0.93,3,0,0
COc1ccc(C(=O)NCCc2nnc3ccc(SCC(=O)NCCc4ccc(OC)c(OC)c4)nn23)cc1,-13,-4,-4,20,-2,1,-1,-23,-13
O=C(O)COc1ccccc1/C=N/NC(=O)CSc1nc2ccccc2s1,0,-3,4,11,0,1,6,3,-10
CCOC(=O)c1ccc(Oc2nc(OC)nc(N(C)C)n2)cc1,-14,-12,-6,38,4,1.1,-5,-10,-18
CC1(C(=O)O)CCC(C(=O)Nc2ccc(F)cc2)C1(C)C (stereo not drawn),4,2,-4,7,-1,0.98,-4,7,11
COc1cccc(/C=C/C(=O)OCC(=O)Nc2cc(C(F)(F)F)ccc2Cl)c1,14,12,26,2,0,0.88,5,-1,30
COc1cc(-c2noc(C)c2C(=O)NCC[C@@H]2CCCN2C)cc(OC)c1OC,11,0,3,2,-2,1,-1,-18,-7
Cc1cnc(C(=O)Nc2cccc3ncccc23)cn1,3,5,-6,9,-2,0.95,-4,16,16
Brc1ccc(-c2csc3[n+]2CCCCC3)cc1,6,0,-2,8,-3,1,7,-4,10
Nc1nc(O)c(Sc2ccccc2[N+](=O)[O-])c(=O)[nH]1,5,0,0,14,-1,1,-1,4,0
O=C1CCC(CCC(=O)N2CCCC(C(=O)c3ccc(Cl)cc3)C2)=NN1 (stereo not drawn),-19,-6,-1,11,-1,1.1,4,12,6
COCCCN(C(=O)Nc1ccc(C)c(C)c1)C(C)c1ccccn1 (stereo not drawn),-2,-28,-3,6,-3,1.3,2,-2,25
CC(C)CN(CC(C)C)S(=O)(=O)N1CCC(C(=O)NCc2cccnc2)CC1,6,1,26,22,-2,0.99,4,1,2
CN(c1ccccc1)S(=O)(=O)c1cccc(NC(=O)CSc2nncs2)c1,-4,1,-9,6,-2,0.99,-1,4,18
COc1cccc(CNc2ccc(S(=O)(=O)Nc3nccs3)cc2)c1O,-9,-2,-1,17,-3,1,-1,8,7
COc1ccc(OC)c(-c2nc3ccccc3nc2-c2ccccc2)c1,12,4,-6,3,-1,0.96,-2,8,8
COc1ccc(C(=O)OCC#CCSc2nnc(-c3cccc4ccccc34)o2)cc1,11,4,-3,7,-4,0.96,-1,8,12
CN(CCc1ccccn1)C(=O)CCC1CCCN(C(=O)CCOc2ccccc2)C1 (stereo not drawn),9,-2,-7,11,-1,1,-1,-9,16
C=CCn1c(SCC(=O)c2ccc(O)c(O)c2)nnc1-c1ccccc1OC,14,35,1,8,1,0.65,0,-11,16
Cc1cccc(C(C)C)c1NC(=O)COC(=O)c1cc2ccccc2oc1=O,10,10,-6,14,-1,0.9,-2,3,20
NNC(=O)c1cc(-c2ccccc2)sc1N,15,3,-3,-1,0,0.97,1,7,16
CC(=O)Nc1ccccc1OCc1nnc(-c2ccc(Cl)cc2)o1,3,0,-8,5,-5,1,-2,1,9
O=C(Nc1ccc2c(c1)OCO2)O[C@@H]1C[C@H]2CCC(=O)N3CC[C@@H](C1)[C@@H]23,-3,-1,-13,19,-5,1,-1,-3,-14

Sorted by length of the SMILES (low to high): some entries from above
Compound,TIM10 inh,mIAP inh,APOBEC3G inh,NALP3 yeast inh,beta cell repl,mIAP activ,A3A deaminase,hIAP block,tim10-1 inh
NNC(=O)c1cc(-c2ccccc2)sc1N,15,3,-3,-1,0,0.97,1,7,16
CC(=O)Nc1ccccc1OCc1nnc(-c2ccc(Cl)cc2)o1,3,0,-8,5,-5,1,-2,1,9
COc1ccc(OC)c(-c2nc3ccccc3nc2-c2ccccc2)c1,12,4,-6,3,-1,0.96,-2,8,8
COc1cccc(CNc2ccc(S(=O)(=O)Nc3nccs3)cc2)c1O,-9,-2,-1,17,-3,1,-1,8,7
C=CCn1c(SCC(=O)c2ccc(O)c(O)c2)nnc1-c1ccccc1OC,14,35,1,8,1,0.65,0,-11,16
CN(c1ccccc1)S(=O)(=O)c1cccc(NC(=O)CSc2nncs2)c1,-4,1,-9,6,-2,0.99,-1,4,18
CN(CCc1ccccn1)C(=O)CCC1CCCN(C(=O)CCOc2ccccc2)C1 (stereo not drawn),9,-2,-7,11,-1,1,-1,-9,16
COc1ccc(C(=O)OCC#CCSc2nnc(-c3cccc4ccccc34)o2)cc1,11,4,-3,7,-4,0.96,-1,8,12
O=C(Nc1ccc2c(c1)OCO2)O[C@@H]1C[C@H]2CCC(=O)N3CC[C@@H](C1)[C@@H]23,-3,-1,-13,19,-5,1,-1,-3,-14
